Source: PubChem
NPC1 prom act: qHTS Assay for NPC1 Promoter Activators | Huh7 NPC1 promoter luciferase reporter, 24 h | Potency, µM (doses to about 9.22 µM), for inactives: at the top dose activation, usual class: activators | hit rate 2.4% among 320,000 | AID 485313, 2010;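 further: potency means the concentration at half of the fitted maximal effect; % of control where 0% means no effect; nearly all actives have a fitted effect of over 60% in size; reporter is driven by a mutant NPC1 promoter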
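Stable NPC1-promoter luciferase Huh7 line; cpd (DMSO) 24 h, 37 °C, 5% CO2; Amplite luciferase reagent 10 min RT; luminescence readout. qHTS format.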
FLuc counter: qHTS profiling assay for firefly luciferase inhibitor/activator using purifed enzyme and Km concentrations of substrates (counterscreen for miR-21 project); purified FLuc, Km substrates, luminescence inhibition; Potency, µM (doses to about 57.5 µM), without a hit: at the highest dose activity change, negative = inhibition, hits mostly inhibitors; hit rate 6.9% among 360,000; AID 588342, 2011;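 further: potency means the concentration at half of the fitted maximal effect; plate controls were vehicle for no effect and reference inhibitor for full effect; nearly all actives have a fitted effect of over 55% in size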
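Biochemical qHTS of compounds, final roughly 60 µM downward over six points, against 10 nM purified firefly luciferase using Km concentrations of substrates (10 uM D-luciferin, 10 uM ATP) in Tris acetate pH 7.5 buffer; luminescence output.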
Tb PFK block: qHTS Assay to Find Inhibitors of T. brucei phosphofructokinase; ATP-dependent 6-phosphofructokinase (Trypanosoma brucei brucei), O15648; T. brucei PFK, ADP-Glo luminescence; Potency, µM (top dose mostly 57.5 µM), inactives show at the top dose activity, negative = inhibition, usual class: inhibitors; hit rate 0.17% among 330,000; AID 485367, 2010;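 further: potency means the concentration at half of the fitted maximal effect; 0% = uninhibited 1x PFK enzyme wells and -100% = no-enzyme wells; nearly all actives have a fitted effect of over 60% in size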
Target sequence (O15648 whole entry, looked up): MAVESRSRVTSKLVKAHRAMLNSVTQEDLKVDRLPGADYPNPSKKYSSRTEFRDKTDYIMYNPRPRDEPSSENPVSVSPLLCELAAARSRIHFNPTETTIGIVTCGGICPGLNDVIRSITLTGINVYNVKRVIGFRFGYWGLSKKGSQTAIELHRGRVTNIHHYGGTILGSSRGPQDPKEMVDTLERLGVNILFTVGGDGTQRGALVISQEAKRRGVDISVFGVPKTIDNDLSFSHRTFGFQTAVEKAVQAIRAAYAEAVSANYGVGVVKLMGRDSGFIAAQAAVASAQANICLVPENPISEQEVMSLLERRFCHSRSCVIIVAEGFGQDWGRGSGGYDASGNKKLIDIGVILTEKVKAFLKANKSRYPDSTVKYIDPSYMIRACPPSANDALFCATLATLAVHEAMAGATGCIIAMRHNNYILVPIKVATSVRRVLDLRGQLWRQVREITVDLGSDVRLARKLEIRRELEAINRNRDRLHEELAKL
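ADP-Glo luminescence quantified ADP after 45 min at room temperature, with 1.25 nM T. brucei PFK, 0.1 mM ATP and 0.5 mM fructose-6-phosphate in pH 8.0 TEA buffer. qHTS titrations up to 57 µM; curves classified by quality.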
Rab9 prom act: qHTS Assay for Rab9 Promoter Activators | Huh7 Rab9 promoter-luciferase reporter, luminescence, 24 h | Potency, µM (highest dose often 9.22 µM), inactives show at the highest dose activation, negative = inhibition, most hits filed as activators | hit rate 2.8% among 320,000; further: potency means the concentration at half of the fitted maximal effect; % of control where 0% means no effect; nearly all actives have a fitted effect of over 60% in size
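Cell-based reporter: Huh7 stable for Rab9 promoter-driven luciferase, plated in reduced-serum medium with 10% FBS at 1500 cells/well, compound-treated 24 h at 37 °C, luminescence read after 10 min reagent.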
Gal4-VP16 FLuc: VP16 counterscreen qHTS for inhibitors of ROR gamma transcriptional activity. Potency, µM (highest dose often 53.6 µM), without a hit: top-dose activity, negative = inhibition, usual class: inhibitors. hit rate 3.5% among 310,000. AID 2546, 2010. Drosophila S2 Gal4-VP16 UAS-luciferase, luminescence, 20 h;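 further: Gal4-VP16 expression switched on by copper sulfate through the metallothionein promoter; potency means the concentration at half of the fitted maximal effect; on the % scale 0 is the no-effect control and ±100 the full control effect; nearly all actives have a fitted effect of over 50% in size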
BRCA1 expr act: qHTS Assay to Identify Small Molecule Activators of BRCA1 Expression; MCF7-BRCA1-FFLuc reporter, luminescence, 48 h; response scale: scaled: vehicle 0%, 10 µM genistein 100%; Potency, µM (series often up to 46.1 µM), for inactives: at the highest dose activation, most hits filed as activators; hit rate 1.1% among 380,000; further: potency means the concentration at half of the fitted maximal effect; nearly all actives have a fitted effect of over 80% in size; some results filed as inactive show a strong effect at the top dose
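First, MCF7-BRCA1-FFLuc cells (2000/well) attach for 2 h; next, compounds are pin-added and incubated 48 h at 37 °C; finally, luciferase reagent is added and luminescence read after 15 min.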
ELG1 genotox: qHTS screen for small molecules that induce genotoxicity in human embryonic kidney (HEK293T) cells expressing luciferase-tagged ELG1; HEK293T ELG1-luciferase reporter, luminescence, 16 h; Potency, µM (series often up to 46 µM), for the others: at the highest dose activity change, positive = activation, hits mostly activators; hit rate 1.3% among 330,000; further: potency means the concentration at half of the fitted maximal effect; % of control where 0% means no effect; nearly all actives have a fitted effect of over 60% in size
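HEK293T cells expressing luciferase-tagged ELG1 were treated with compound or DMSO for 16 hr at 37°C. Luciferase activity was then read after 30 min with ONE-Glo at room temperature; rising signal flags genetic stress.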
RORgamma inh: qHTS for inhibitors of ROR gamma transcriptional activity | Potency, µM (titrated, usually from 53.6 µM), without a hit: top-dose activity change, negative = inhibition, most hits filed as inhibitors | Drosophila S2 Gal4-RORgamma UAS-luciferase reporter, 20 h | hit rate 5.4% among 310,000; further: potency means the concentration at half of the fitted maximal effect; on the % scale 0 is the no-effect control and ±100 the full control effect; nearly all actives have a fitted effect of over 60% in size
Target sequence (P51450 whole entry, looked up, the tested form may be a part): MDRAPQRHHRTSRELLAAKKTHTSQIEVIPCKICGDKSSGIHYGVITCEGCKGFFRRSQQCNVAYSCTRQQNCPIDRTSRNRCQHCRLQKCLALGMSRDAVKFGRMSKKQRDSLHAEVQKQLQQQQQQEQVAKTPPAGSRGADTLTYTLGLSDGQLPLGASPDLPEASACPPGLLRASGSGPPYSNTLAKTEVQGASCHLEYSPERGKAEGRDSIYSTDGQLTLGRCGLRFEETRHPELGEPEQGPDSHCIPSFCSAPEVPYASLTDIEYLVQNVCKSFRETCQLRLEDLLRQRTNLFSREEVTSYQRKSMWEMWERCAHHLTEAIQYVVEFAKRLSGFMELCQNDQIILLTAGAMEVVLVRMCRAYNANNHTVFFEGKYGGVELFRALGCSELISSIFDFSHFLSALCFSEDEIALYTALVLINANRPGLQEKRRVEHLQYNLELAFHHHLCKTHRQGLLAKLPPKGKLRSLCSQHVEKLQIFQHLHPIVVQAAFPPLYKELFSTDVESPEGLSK
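Luciferase reporter read in Schneider cells carrying Gal4-RORγ (mouse) and UAS-Photinus luciferase; cells given compound 1 h before 700 uM copper sulfate induction, then incubated 20 h at ambient temperature.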
TRPV1 ag: HTS Assay for Compounds that Act as Agonists of the Vanilloid Receptor 1. activation, % at 8.33 µM. TRPV1-expressing cells, Fluo-8 calcium influx, agonist mode. hit rate 0.19% among 320,000. Transient receptor potential cation channel subfamily V member 1 (Homo sapiens), Q8NER1; in the data active means activation above about 80%; inconclusive means between about 30% and that limit; further: 0% is about no effect
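Fluo-8 calcium influx in TRPV1-expressing cells, kinetic read (ex 480/em 520 nm). Compound added and read 3 min for agonist activity, followed by capsaicin at EC20 final and 2 min further read for enhancement.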
p53 reactivator: qHTS assay for re-activators of p53 using a Luc reporter | H1299 p53-A138V BP100-luciferase reporter, luminescence, 24 h | Potency, µM (doses to about 92.2 µM), for the others: at the top dose activity change, positive = activation, most hits filed as activators | hit rate 0.063% among 320,000 | AID 504706, 2011; further: potency means the concentration at half of the fitted maximal effect; % of control where 0% means no effect; nearly all actives have a fitted effect of over 45% in size
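p53-null H1299 cells stably carrying temperature-sensitive p53-A138V and a BP100-luciferase reporter were pinned with compounds (4-point, 1:5 series) and held 24 hrs at 37 deg C. Luminescence was read 10 min after detection reagent.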
ELG1 DNA repair: qHTS screen for small molecules that inhibit ELG1-dependent DNA repair in human embryonic kidney (HEK293T) cells expressing luciferase-tagged ELG1. Potency, µM (series often up to 46.1 µM), inactives show at the top dose activity change, negative = inhibition, actives largely listed as inhibitors. hit rate 2.3% among 330,000. AID 504467, 2011. HEK293T ELG1-luciferase reporter, luminescence, 16 h; DNA damage induced by 5-fluorouridine; further: potency means the concentration at half of the fitted maximal effect; on the % scale 0 is the no-effect control and ±100 the full control effect; nearly all actives have a fitted effect of over 55% in size
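HEK293T cells expressing luciferase-tagged ELG1 (2,000/well) received 5-Fluorouridine plus compound or DMSO for 16 hr at 37 °C. Luciferase was read by ONE-Glo luminescence after 30 min at room temperature.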
* hit, by the source's call; ? = inconclusive; / = no result given; & = joins results of further samples; [ ] = dose if it differs, or a comment. Unless noted, the call rests on the fitted dose curve; in most records, active means well fitted curve in the direction sought with a large enough effect; inconclusive means small, poorly fitted or top-dose-only effect, or another doubt; inactive means no such curve, though single readings can be large; an effect the other way counts as inactive or inconclusive.

SMILES	NPC1 prom act	FLuc counter	Tb PFK block	Rab9 prom act	Gal4-VP16 FLuc	BRCA1 expr act	ELG1 genotox	RORgamma inh	TRPV1 ag	p53 reactivator	ELG1 DNA repair
Cc1c(OCC(=O)NCCN2CCOCC2)ccc2c(-c3ccccc3)cc(=O)oc12	-5%	0%	0%	1%	-2%	-20%	2%[9.26 µM]	-10%	1	4%	15%
CC(C)CC(=O)Nc1ccc(C(=O)Cn2c(=O)oc3ccccc32)cc1	-2%	-8%	10%	2%	2%	4%	-2%	36%	2	-4%	-20%
Cc1ccc(CN2CCN(CC(=O)N3CCc4ccccc4C3)C2=O)cc1	-1%	-1%	-8%	-5%	-1%	/	-9%	36%	-3	1%	-21%
COc1ccc(C2c3[nH]c4ccccc4c3CCN2C(=O)c2ccc(=O)n(C)n2)c(F)c1 (stereo not given)	2%	?	-4%	27%	-4%	-47%	?	9%	-3	1%	28%
COc1ccc(CNC(=O)N2CCN(c3ccccc3OC)CC2)cc1	-5%	4%	-3%	0%	-6%	-6%	-2%	-10%	6	3%	-2%
CCCCC(CC)C(=O)N1CCN(C(=O)c2ccco2)CC1 (stereo not given)	-8%	1%	0%	-4%	0%	-13%	-3%	11%	1	-1%	11%
Cc1nc(C(=O)Nc2ccccc2)sc1C(=O)Nc1ccccc1	3.5µM*	13µM*	4%	3.5µM*	15%	2.8µM*	19%	-2%	?	?	?
COCCCNC(=O)c1ccc([N+](=O)[O-])c(Cl)c1	-3%	5%	1%	-6%	13%	-32%	-1%	1%	0	20%	-4%
CSc1c(C#N)c(N)nc2sc(C(=O)c3ccc(Cl)c(Cl)c3)c(N)c12	-2%	-3%	0%	1%	1%	0%	0%	-1%	11	5%	0%
CC1=C(C(=O)N2CCOCC2)C(c2cc(C)ccc2C)NC(=S)N1 (stereo not given)	-3%	-1%	-4%	-8%	4%	-19%	2%	3%	3	-3%	3%
Cc1cc(C)c(S(=O)(=O)N2CCCC(C(=O)NC3CCCC3)C2)c(C)c1 (stereo not given)	3%	-1%	0%	3%	5%	-25%	-10%	2%	19	0%	-8%
CCCCNC(=S)NNC(=O)c1cc(C2CC2)nc2ccccc12	-6%	24µM*	0%	1%	?	-16%	1%	6.3µM*	9	-10%	0%
O=C1CCN(Cc2ccccc2)CCN1[C@H](CO)c1ccccc1	-1%	1%	1%	-1%	-2%	1%	-2%	4%	1	10%	-8%
Cc1cc(C)n(-c2ccc(C(=O)OCn3nnc4ccccc4c3=O)cc2)n1	-2%	3%	-6%	-2%	2%	-13%	2%	-4%	1	-6%	0%
COc1cc(/C=C(/C(=O)O)c2ccc(-c3ccccc3)cc2)cc(OC)c1OC	-19%	1%	0%	-10%	11%	-47%	0%	-9%	-1	5%	-22%
O=C(Nc1ccc(NC(=O)c2ccc(S(=O)(=O)c3ccccc3)cc2)cc1)c1ccccc1	-3%	5%	-6%	-3%	-3%[0.365 µM]	-4%	-3%	32%	-3	3%	?
Cc1ccc(OCCN2CCNCC2)c([N+](=O)[O-])c1	1%	?	0%	1%	-1%	-6%	0%	-3%	-1	-1%	1%
CSCC[C@H](NC(=O)OC(C)(C)C)c1nnc(SCc2cccc(F)c2)o1	-5%	2%	0%	4%	-6%	-46%	-9%	6%	?	-6%	?
O=C(c1ccc(Cl)c([N+](=O)[O-])c1)N1CCN(S(=O)(=O)c2ccc(Cl)cc2)CC1	-4%	3%	1%	0%	/	-55%	0%	/	1	?	1%
O=C(c1ccc(S(=O)(=O)N2CCCCCC2)cc1)N(c1ccccn1)C1CCCCC1	-1%	-1%	2%	-1%	3%	-11%	-7%	34%	5	0%	?

5 neighbouring records out of the list so far, quoted:
SMILES	NPC1 prom act	FLuc counter	Tb PFK block	Rab9 prom act	Gal4-VP16 FLuc	BRCA1 expr act	ELG1 genotox	RORgamma inh	TRPV1 ag	p53 reactivator	ELG1 DNA repair
Cc1c(OCC(=O)NCCN2CCOCC2)ccc2c(-c3ccccc3)cc(=O)oc12	-5%	0%	0%	1%	-2%	-20%	2%[9.26 µM]	-10%	1	4%	15%
CC(C)CC(=O)Nc1ccc(C(=O)Cn2c(=O)oc3ccccc32)cc1	-2%	-8%	10%	2%	2%	4%	-2%	36%	2	-4%	-20%
Cc1ccc(CN2CCN(CC(=O)N3CCc4ccccc4C3)C2=O)cc1	-1%	-1%	-8%	-5%	-1%	/	-9%	36%	-3	1%	-21%
COc1ccc(C2c3[nH]c4ccccc4c3CCN2C(=O)c2ccc(=O)n(C)n2)c(F)c1 (stereo not given)	2%	?	-4%	27%	-4%	-47%	?	9%	-3	1%	28%
COc1ccc(CNC(=O)N2CCN(c3ccccc3OC)CC2)cc1	-5%	4%	-3%	0%	-6%	-6%	-2%	-10%	6	3%	-2%

Next part
SMILES	NPC1 prom act	FLuc counter	Tb PFK block	Rab9 prom act	Gal4-VP16 FLuc	BRCA1 expr act	ELG1 genotox	RORgamma inh	TRPV1 ag	p53 reactivator	ELG1 DNA repair
CCCc1cc(=O)oc2c(C)c(OCC(=O)NCc3ccccn3)ccc12	6%	-1%	0%	8%	?	15%	0%[9.26 µM]	?	-1	0%	-15%
COc1ccc(C(=O)NCC(=O)OCC(=O)NC2CCCCCC2)cc1	/	/	7%	/	/	0%	7%	/	/	-1%	13%
COC(=O)C1=C(C)OC(N)=C(C#N)C1c1cc(OC)ccc1OC (stereo not given)	-1%	-1%	-1%	1%	?	5%	-1%	-29%	/	-1%	19%
COc1ccc(C)cc1NC(=O)Nc1cccc(C(=O)O)c1	-1%	?	-6%	-2%	4%	-5%	4%	-3%	-2	2%	10%
COc1ccc(C(=O)NCCCN2CCN(CCCNC(=O)c3ccc(OC)c(OC)c3)CC2)cc1OC	0%	0%	-1%	-3%	/	7%	3%	/	-5	4%	4%
COC(=O)c1cc2sccc2n1Cc1nc(-c2ccc(Cl)cc2)oc1C	-5%	-3%&2%	1%	-1%	-15%	4%	-1%	7%	6	-2%	8%
Cc1ccc(CCNC(=O)CC(C)CC2=NS(=O)(=O)c3ccccc3N2)cc1 (stereo not given)	-5%	0%	1%	-5%	-5%	0%	-3%	1%	1	3%	-6%
Cc1ccc(C)c(C(=O)COc2ncnc3ccccc23)c1	8%	?	13%	18%	7%	6%	2%	31%	0	2%	12%
CCCn1nc2cc(C(=O)NCCc3ccc(C)cc3)ccc2c1OCC	0%	-4%	4%	2%	-3%	10%	-4%	-12%	1	-8%	-22%
COc1cc(/C=N/NC(=O)CSc2ccccn2)ccc1OC(C)C	12%	4.3µM*	0%	?	-11%	70%	?	-42%	0	16%	?
c1cn(CCCNC2=NCCCCC2)cn1	-4%	11%	-1%	3%	-3%	11%	3%	-14%	-1	-26%	12%
Cc1ccc2c(c1)c1ncnc(N3CCN(c4ccccc4)CC3)c1n2C	-1%	-15%	-5%	-9%	5%	-49%	-2%	-24%	4	7%	7%
O=C(NCNC(=O)c1ccccc1)c1ccccc1	5%	7%	-2%	-3%	5%	9%	1%	-6%	0	-4%	10%
C[C@@H]1CN([C@@H](C)CO)C(=O)c2cccc(NS(C)(=O)=O)c2O[C@H]1CN(C)Cc1ccc(C(=O)O)cc1	/	/	2%	/	/	6%	3%	/	/	4%	?
COC(=O)c1ccc(NC(=O)CN(Cc2ccc(Cl)cc2)S(C)(=O)=O)cc1	-2%	8%	2%	0%	12%	5%	-1%	0%	2	-2%	-2%
CNc1c(N)c(=O)oc2ccccc12	0%	-10%	-2%	-4%	-6%[10 µM]	0%	5%	12%	-6	?	?
O=C(Nc1ccnn1C1CCN(CC2CC=CCC2)CC1)c1ccccc1 (stereo not given)	3%	-1%	-3%	-11%	-1%	-7%	2%	-14%	3	/	2%
COc1cccc(/C=C/C(=O)OCC(=O)N2CCCC2)c1OC	/	/	0%	/	/	10%	11%	/	/	25%	?
